# S3 lipid droplet = qHTS Assay for Lipid Storage Modulators in Drosophila S3 Cells. hit rate 0.64% among 320,000. Drosophila S3 cells, BODIPY lipid droplet fluorescence, 18-24 h; cells fed with added oleic acid. Potency in µM for hits, for the others lipid storage change, negative = inhibition, % at the top dose, mostly 46.1 µM; active = well fitted inhibition curve with a large enough effect in the signal ratio, with a control signal flat, not every such curve was filed as active; inconclusive = small, poorly fitted or top-dose-only effect, or effect the other way, or a change in a side signal; the % refers to the signal ratio
#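 Drosophila S3 cells loaded with oleic acid (400 uM, as added) and compounds at several concentrations; lipid droplets imaged by 488-nm laser-scanning cytometry, 500–530 nm intensity and object ratio to cell channel. Percent activity normalized to 20 uM Triacsin C.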
# S3 lipid droplet cell count max = second read-out of S3 lipid droplet, no call of its own (marks repeat the call); cell number change, %; measured here: cell count max response;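 cells counted by Cell Tracker Red CMTPX staining in the red channel; peak over a dose series mostly up to 46.1 µM; percent activity relative to internal control wells on each plate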
# An asterisk follows results filed as active; i = inactive; u = inconclusive; x = no result given; [ ] = another dose, or the depositor's remark. % is scaled to controls: 0 for no effect and ±100 for the full control effect; potency is read from the fitted curve at half-maximal effect.
SMILES,S3 lipid droplet,S3 lipid droplet cell count max
Cc1ccc(S(=O)(=O)N(C)C)cc1NC(=O)CN1C(=O)NC(Cc2ccccc2)C1=O (stereo unspecified),-3%,-8
COc1ccc(NC(=O)c2ccc(OC)cc2)cc1,u,x
C=CCN1C(=O)C2(OCCCO2)c2cccc(C)c21,u,x
CCOC(=O)c1cnc(SSc2ncc(C(=O)OCC)c(N)n2)nc1N,u,x
CC(C)CN1C(=O)c2ccc(NC(=O)C3CC3)cc2C1=O,i,-21
CCCCN=C1NC(=O)C(CC(=O)Nc2ccc(Cl)cc2)S1 (stereo unspecified),u,x
Cc1ccc(C(=O)NCc2nnc(SCC(=O)Nc3sc4c(c3C#N)CCCC4)n2C)cc1,i,-21
Cc1ccc(-c2nc(SC(C)C(=O)N3CCCC3)n[nH]2)cc1 (stereo unspecified),u,x
CCC(CC)C(=O)OCC(=O)Nc1cccc([N+](=O)[O-])c1,15%,13
C#CCOCCOCCOCCNc1nc(N2CCN(C(=O)[C@H](CCC(=O)O)n3cc(C(N)CO)nn3)CC2)nc(N2CCN(C(=O)[C@H](Cc3cc4ccccc4[nH]3)n3cc(C(N)[C@H](C)CC)nn3)CC2)n1 (stereo partly specified),-13%,10
CCCCC(=O)Nc1cccc(NC(=S)NC(C)=O)c1,-7%,-3
Cc1ccc(-c2c(C#N)c(N)n3c(nc4ccccc43)c2C#N)cc1,i,x
CC(=O)c1cnn(-c2nc3c(C)cccc3s2)c1C,u,x
CC(=O)Nc1ccc(NC(=O)Cn2cnc(S(=O)(=O)N3CCOCC3)c2)cc1,i,-14
O=C(O)/C=C\C(=O)Nc1ccccc1C(=O)N1CCN(c2ccc(Cl)cc2)CC1,u,x
CC(C)Cc1cc(-c2ccco2)c(C#N)c(N)n1,13%,-9
COc1cc(NS(=O)(=O)c2ccc(NC(=O)/C(=C/c3ccccc3Cl)NC(=O)c3ccccc3)cc2)nc(OC)n1,u,x
O=C1c2ccccc2CN1c1ccccc1,10%,x
COc1ccc(Cl)cc1NC(=O)[C@@H]1CCCN1C(=O)c1cccs1,u,x
CN(C)c1ccc(NS(=O)(=O)c2cc(Cl)ccc2Cl)cc1,1%,-4
Cc1cccn2c(CNCCCn3ncc4ccccc43)c(C(=O)N3CCCCC3)nc12,u,x
CC1CCN(S(=O)(=O)c2ccc(S(=O)(=O)NCc3ccco3)cc2)CC1,0%,-26
O=c1c(Cl)c(NCc2ccc(F)cc2Cl)cnn1C12CC3CC(CC(C3)C1)C2,1%,-5
COc1cc(NC(=O)CCN2CCN(C)CC2)cc(OC)c1,-13%,4
CC(C)NC(=O)/C(=C\c1cccc([N+](=O)[O-])c1)NC(=O)c1ccccc1,-4%,-12
Cc1cccc(C)c1OCc1nc2ccccc2[nH]1,0%,6
CC(OC(=O)C1=COCCO1)C(=O)Nc1ccc(Cl)cn1 (stereo unspecified),u,x
Cc1ccc(C(C)C)c(OCCN)c1,u,x
CC1OC(O[C@H]2CC[C@]3(C)C4C=C[C@]56OC[C@@]7(CC[C@@H](C)[C@H](C)C75)[C@H](O)C[C@@]6(C)[C@]4(C)CC[C@H]3C2(C)C)C(OC2OC(CO)C(O)C(O)C2OC2OCC(O)C(O)C2O)C(O)C1O (stereo partly specified),u,x
Cc1ccc(S(=O)(=O)N2CCCN(C)c3nc4ccccc4nc32)cc1,u,x
CCOC(=O)c1cc(C)n(Cc2ccccc2)c1C,u,x
O=C(Nc1cc(C(F)(F)F)ccc1-n1cncn1)c1ccc(F)cc1Cl,0%,-22
COc1cccc(OC)c1C(=O)Nc1ccc2c(c1)CCCN2S(=O)(=O)c1ccc(C)cc1,u,x
CCN(CCO)C(=O)C(c1ccccc1)c1ccccc1,u,x
COc1cccc(C(=O)NNC(=O)Cc2cccs2)c1,u,x
COc1ccc([C@H]2CC(=O)C=C(c3cc4ccccc4c4ccccc34)C2)cc1,u,x
Oc1ccc(Nc2ncnc3scc(-c4ccccc4)c23)cc1,u,x
C=CCNC(=S)NCCCCC1NC(=S)N(CC=C)C1=O (stereo unspecified),1%,-2
O=C(N/C(=C\c1ccc(Br)cc1)C(=O)N1CCOCC1)c1ccccc1Cl,12%,9
COCCN(C(=O)CCC(=O)Nc1cc(C)on1)C(C(=O)NC1CCCC1)c1ccccc1C (stereo unspecified),7%,8
COc1ccc(NC(=O)c2sccc2-n2cccc2)cc1,u,x
O=C(NC1CCN(Cc2ccccc2)CC1)c1cccc(S(=O)(=O)Nc2ccc(Br)cc2)c1,6%,4
O=C(c1nn2c(C(F)(F)F)cc(-c3ccccc3)nc2c1Cl)N1CCOCC1,17%,-8
CCN1C(=O)c2cccc3c(S(=O)(=O)Nc4c(C)n(C)n(-c5ccccc5)c4=O)ccc1c23,i,x
COc1ccc(NC(=O)CSc2nnnn2-c2ccc(OC)cc2)cc1,u,x
COc1ccc(NC(=O)CCCn2nc(C)c3c(C)n(-c4ccccc4)nc3c2=O)cc1,u,x
CCn1c(SCC(=O)N2CCc3ccccc32)nc2c(c1=O)SC(C)C2 (stereo unspecified),u,x
Cc1nc(-c2ccccn2)nc(SCC(=O)N2CCOCC2)c1Cl,u,x
COc1ccc(/C=C(/NC(=O)c2ccco2)C(=O)Nc2cccc(C(=O)O)c2)cc1,u,x
O=c1nc(Nc2ccccc2)oc2ccccc12,u,x
CCN(CC)CCC(=O)N1c2ccccc2Sc2ccc(NC(=O)OC)cc21,u,x
COc1cccc(C(=O)NC2CCNCC2)c1,2%,-1
O=C(O)c1cccc(S(=O)(=O)N(Cc2ccccc2)c2ccc(Cl)cc2)c1,u,x
COC(=O)c1ccc(COc2ccc(C)c(C)c2)o1,13%,3
Cc1ccc(N=C2SCCCN2C(=O)C2=COCCO2)cc1Cl,u,x
COc1ccc(Br)cc1/C=N/n1c(C)nc2ccccc2c1=O,3.7µM*,-4.2*
Cc1ccc(-n2c(SCC(=O)NCc3ccco3)nc3nc4c(cc3c2=O)COC(C)(C)C4)cc1,u,x
CCOC(=O)/C=C1\NC(C)(C)Cc2cc(OC)c(O)cc21,u,x
CCC(=O)Nc1ccc(Cl)c(NC(=O)c2ccc(Br)o2)c1,u,x
Cc1cccc(C)c1NC(=O)Cc1cccs1,3%,11

# At a glance, 5 of the compounds above.
SMILES,S3 lipid droplet,S3 lipid droplet cell count max
CCN1C(=O)c2cccc3c(S(=O)(=O)Nc4c(C)n(C)n(-c5ccccc5)c4=O)ccc1c23,i,x
COc1ccc(NC(=O)CSc2nnnn2-c2ccc(OC)cc2)cc1,u,x
COc1ccc(NC(=O)CCCn2nc(C)c3c(C)n(-c4ccccc4)nc3c2=O)cc1,u,x
CCn1c(SCC(=O)N2CCc3ccccc32)nc2c(c1=O)SC(C)C2 (stereo unspecified),u,x
Cc1nc(-c2ccccn2)nc(SCC(=O)N2CCOCC2)c1Cl,u,x

# (listing goes on)
SMILES,S3 lipid droplet,S3 lipid droplet cell count max
Cc1cccc(-c2nc(-c3ccncc3)no2)c1,u,x
O=C(Nc1ccc2c(c1)oc1ccccc12)N1CCOCC1,17%[9.22 µM],x
Cc1cc(C(=O)CN2CCC(C)CC2)c(C)n1-c1ccc(F)cc1,10%,9
CCCCCNC(=O)C1CC=CCC1C(=O)O (stereo unspecified),-4%,2
O=C(c1cc(=O)[nH]c2ccccc12)N1CCN(S(=O)(=O)c2ccc(Cl)cc2)CC1,8%,19
CC(C)CCn1c2ccccc2c2cc(CC(N)=O)ccc21,u,x
CCCCNC(=O)c1onc(CSc2ccccc2F)c1C(=O)O,-2%,-24
CC(=O)c1ccc(N(C(=O)c2ccco2)C(C(=O)NC2CCCC2)c2cccs2)cc1 (stereo unspecified),u,x
Clc1ccccc1C1=CC(c2ccco2)n2nnnc2N1 (stereo unspecified),7%,-2
CCOC(=O)c1cccc(NC(=O)CCn2c(=O)oc3ccccc32)c1,u,x
CCOC(=O)c1cnc2c(Cl)cc(Cl)cc2c1NCCCN1CCOCC1,u,x
Cn1c(=O)[nH]c(=O)c2c1nc(OC(=O)c1ccccc1)n2CC(O)COc1ccccc1 (stereo unspecified),2%,-14
CCCCN(C)C(=O)C1CCN(Cc2ccccn2)CC1,-8%,-18
Cc1ccccc1Nc1nc(N)nc(COC(=O)CCS(=O)(=O)c2ccc(Cl)cc2)n1,u,x
CCOC(=O)c1cc(-c2ccccc2)n(CCC(=O)N2CCN(c3ccc(OC)cc3)CC2)c1C,u,x
COc1ccc(/C=C/C(=O)c2ccc(OC)cc2OC)cc1,14%,12
CC(c1n[nH]c(=S)n1-c1ccccc1)N1CCCCC1 (stereo unspecified),u,x
COc1cc(NC(=O)C2C3C=CC(C3)C2C(=O)O)c(OC)cc1Cl (stereo unspecified),u,x
COc1ccc(C(=O)Nc2ccc3c(c2)Cc2ccccc2-3)cc1,6%,-11
COc1cccc(C(=O)Nc2cccc(C(=O)NC3=NN(c4c(Cl)cc(Cl)cc4Cl)C(=O)C3)c2)c1,-1%,-5

# Sorted by count of non-hydrogen atoms (descending): some entries from above
SMILES,S3 lipid droplet,S3 lipid droplet cell count max
CCOC(=O)c1cc(-c2ccccc2)n(CCC(=O)N2CCN(c3ccc(OC)cc3)CC2)c1C,u,x
O=C(Nc1cc(C(F)(F)F)ccc1-n1cncn1)c1ccc(F)cc1Cl,0%,-22
CCCCN(C)C(=O)C1CCN(Cc2ccccn2)CC1,-8%,-18
COc1cccc(C(=O)NC2CCNCC2)c1,2%,-1

# Continuation:
SMILES,S3 lipid droplet,S3 lipid droplet cell count max
Cc1oc(-c2ccc3c(c2)OCCO3)cc1C(=O)NC(CCC(=O)O)C(=O)O (stereo unspecified),17%,7
Nc1c2c(nn1-c1ccc(F)cc1)CSC2,u,x
COC(=O)CN(C#N)c1nc(NC(C)C)nc(NC(C)C)n1,u,x
O=C(Cn1ccc(NC(=O)OCc2ccccc2)nc1=O)NCC1CCCO1 (stereo unspecified),u,x
Cc1cccc(C)c1N1CCN(c2n[nH]c(N)n2)CC1,8%,23
Cn1c2ccccc2n2c(=O)c(Cl)c(-c3ccccc3)c(C#N)c12,u,x
Cc1nnc(N2CCC(C(=O)NC3CCC(C)CC3)CC2)c2nn(-c3ccc(Cl)cc3)c(C)c12 (stereo unspecified),-5%,-10
CSC1=C(C#N)C(C)C2=C(CC(C)(C)CC2=O)N1 (stereo unspecified),i,27
COc1cc(NS(=O)(=O)c2ccc(NC(=O)c3ccc(C)o3)cc2)nc(OC)n1,i,-22
CCOc1ccccc1NC(=O)NC1(C(=O)NCC2CCCO2)CCCCC1 (stereo unspecified),u,x
COc1ccc(C2CC(c3ccccc3OC(C)=O)=NN2C(C)=O)cc1 (stereo unspecified),u,x
Cc1[nH]c2ccccc2c1CCNC(=O)c1ccc2nccnc2c1,u,x
O=C1/C(=C\c2ccc(Br)o2)Cc2ccccc21,u,x
Cc1ccc(C)c(NS(=O)(=O)c2ccc3c(c2)NC(=O)CO3)c1,i,-19
COc1cccc(CN2CCN(C(=O)c3ccco3)CC2)c1,20%,-12
COc1ccc(C)cc1C(=O)CCC(=O)NCCc1ccc(S(N)(=O)=O)cc1,u,x
COc1ccc(CNC(=O)c2ccc(SC)cc2OC)cc1,10%,18
Cn1c(=O)c(C(=O)CCl)c(N)n(Cc2ccccc2)c1=O,u,x
O=P(c1ccccc1)(c1ccccc1)c1nc(-c2ccccc2)oc1NCc1ccccc1,-7%,-8
O=C(O)CCS(=O)(=O)c1ccccc1Cl,-4%,2

# 2 records picked at random from the list so far:
SMILES,S3 lipid droplet,S3 lipid droplet cell count max
Cc1nnc(N2CCC(C(=O)NC3CCC(C)CC3)CC2)c2nn(-c3ccc(Cl)cc3)c(C)c12 (stereo unspecified),-5%,-10
Cn1c2ccccc2n2c(=O)c(Cl)c(-c3ccccc3)c(C#N)c12,u,x

# More compounds follow.
SMILES,S3 lipid droplet,S3 lipid droplet cell count max
Cc1cc(C)c(NC(=O)COC(=O)C2CCC2)c(Cl)c1,u,x
Cc1ccc(CNC(=O)CC(C)S(=O)(=O)c2cc3c(cc2C)NC(=O)CO3)cc1 (stereo unspecified),29%,-6
O=C(Nc1ccc(Cl)cn1)c1ccc2[nH]c(=O)c(=O)[nH]c2c1,i,11
COc1ccc(CCNC(=O)c2cc(COc3c(C)cccc3C)on2)c(OC)c1,0%,3
CCOc1ncccc1C(=O)NNC(=O)c1ccccc1-n1cccc1,u,x
COc1cc2[nH]c(=S)n(CCCN3CCOCC3)c(=O)c2cc1OC,i,6
COc1cccc(OCC(=O)Nc2ccccc2-c2ccccc2)c1,u,x
O=c1sc(Nc2ccccc2)nc2ccccc12,5%,21
Cc1ccc(N2NC(=O)/C(=C/C=C/c3ccco3)C2=O)cc1C,1%,11
Cc1ccc(CCCOC(=O)C[N+]2(C)CCCCC2)cc1,1%,-1
CCN(CC)CCCn1c2c(c(SCC(=O)Nc3ccc(F)c(F)c3)nc1=O)CCC2,u,x
CC(=O)Nc1ccc(N(C)C)cc1[N+](=O)[O-],20%,10
CC1CC(C)(C)NC(=S)N1CC(=O)NCc1ccc(F)cc1 (stereo unspecified),u,x
CN1CCN(Cc2ccc(OCc3ccccc3)cc2)CC1,-17%,-10
COc1ccc(OCC(O)CNC(=O)c2ccc(C)cc2)cc1 (stereo unspecified),-6%,-2
COc1cc2c(cc1OC)C1C/C(=N\O)C(CC(C)C)CN1CC2 (stereo unspecified),4%,1
COc1ccc(C(=O)NC(NC(=O)c2ccc(OC)c(OC)c2)c2ccccc2F)cc1OC,6%,-7
O=C(Nc1cccc(C(F)(F)F)c1)C(SCCO)c1ccccc1 (stereo unspecified),-3%,-11
COc1cccc(NCc2cc(=O)oc3cc(C)c(C(C)C)cc23)c1,10%,12
O=C(O)c1ccc(NC(=O)C2C3CCC(C3)C2C(=O)O)cc1 (stereo unspecified),u,x

# Compound activity as filed in PubChem.

# These rows are one share of the data; the hit share may differ from the screen's.
